GC-B act: human GC-B receptor activators, primary screen, HEK293 GC-B cells, cGMP TR-FRET, EC30 CNP | 0% at EC30 CNP, 100% saturating CNP | activation, % at 10 µM | 370,000 compounds, 0.11% hits;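 active means activation at 10 µM reaching about 35% in either raw or pattern-adjusted values, limit read from the data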
SIAE primary: human SIAE inhibitors, primary screen, biochemical, fluorescence polarization, FP-Rh probe, 1536-well HTS. inhibition, % at 9.66 µM. 370,000 compounds, 0.69% hits. AID 1053197, 2014. SIAE FP-Rh probe binding. Sialate O-acetylesterase (Homo sapiens), Q9HAT2;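 active means inhibition above a cutoff: mean of compounds within the control limits plus 3 SD of those, cut at about 17% in these data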;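 further: 0% = plate median of compound wells and 100% = probe without SIAE protein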
Target sequence (Q9HAT2 whole entry, looked up): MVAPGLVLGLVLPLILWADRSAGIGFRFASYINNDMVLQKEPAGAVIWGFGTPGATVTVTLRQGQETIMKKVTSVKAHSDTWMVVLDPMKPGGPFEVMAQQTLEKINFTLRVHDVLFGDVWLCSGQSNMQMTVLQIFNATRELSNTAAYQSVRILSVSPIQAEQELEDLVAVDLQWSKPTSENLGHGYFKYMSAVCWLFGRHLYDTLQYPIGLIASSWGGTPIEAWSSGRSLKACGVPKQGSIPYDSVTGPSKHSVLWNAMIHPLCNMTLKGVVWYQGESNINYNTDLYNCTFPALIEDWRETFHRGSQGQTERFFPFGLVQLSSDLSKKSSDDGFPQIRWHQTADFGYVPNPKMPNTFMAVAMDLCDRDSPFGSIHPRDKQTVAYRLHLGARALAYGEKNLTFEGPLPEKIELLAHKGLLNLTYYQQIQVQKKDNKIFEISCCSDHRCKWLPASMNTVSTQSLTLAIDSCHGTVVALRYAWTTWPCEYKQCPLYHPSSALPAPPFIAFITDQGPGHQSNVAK
rCAG binder: binders of r(CAG) RNA repeats, primary screen, biochemical, fluorescence; inhibition, % at 3 µM; 370,000 compounds, 1.3% hits; r(CAG) RNA repeat, TO-PRO-1 dye displacement fluorescence; AID 651821, 2012;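 active means inhibition above the plate cutoff, the mean of all test compounds on that plate plus 3 SD, cut at about 35% in these data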;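 further: 0% = DMSO alone and 100% = 100 µM mitoxantrone as full dye displacement; higher means more dye released from RNA so lower well fluorescence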
LEDGF integ inh: blockers of LEDGF/p75-dependent integrase strand transfer – biochemical, TR-FRET, high throughput, primary screen; inhibition, % at 3.7 µM; AID 743269, 2014; TR-FRET IN-LEDGF/p75 DNA integration, Eu/Cy5; HIV-1 integrase (with human LEDGF/p75); 370,000 compounds, 0.64% hits;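 active means inhibition above the screen-wide mean plus 3 SD, cut at about 13% in these data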;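 further: signal is the Cy5 over europium emission ratio at 671 and 618 nm; 0% = plate median of compound wells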
HTRA1 inh: HTRA1 serine protease inhibitors, primary screen, biochemical, fluorescence polarization, HTS; Q92743; recombinant HTRA1, FP-rhodamine activity-based probe; inhibition, % at 5.96 µM; 340,000 compounds, 0.5% hits; AID 504803, 2011; in the data active means inhibition above about 36%;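 further: 0% = enzyme with DMSO and 100% = wells lacking enzyme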
mABHD4 FP: ABHD4 inhibitors, primary screen, biochemical, fluorescence polarization, mouse | purified mABHD4, FP-Rh probe fluorescence polarization | inhibition, % at 8.92 µM | 370,000 compounds, 0.54% hits;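 active means inhibition exceeding the mean over every tested compound plus 3 SD, cut at about 30% in these data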;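 further: 0% = plate median of compound wells and 100% = S159A mutant with DMSO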
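System: mouse ABHD4 enzyme, wild type / Medium: HEPES pH 7.0, NaCl, Pluronic buffer / Reagent: FP-Rh activity-based fluorescent probe / Control set: S159A mutant high control, sample median low control / Detection: fluorescence polarization with parallel and perpendicular emission, 525/598 nm / Schedule: 45 min + 60 min at 25 °C / Compound dosing: 8.92 µM, single dose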
TDP2 absorb: human TDP2 enzyme inhibitors, primary screen, biochemical, epi absorbance, recombinant enzyme. Tyrosyl-DNA phosphodiesterase 2 (Homo sapiens), O95551. T5PNP hydrolysis, p-nitrophenol absorbance 415 nm. inhibition, % at 12.8 µM. 370,000 compounds, 0.34% hits. AID 720702, 2013;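 active means inhibition above the mean of all tested compounds plus 3 SD, set per campaign, cut at about 25% in these data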;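 further: 0% = DMSO with enzyme and 100% = buffer with substrate but no TDP2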
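Read-out basis: percent inhibition. System: recombinant human TDP2. Buffer or medium: Mg2+-containing Tris-HCl buffer, pH 7.5. Repeats: single replicate. Timing: reaction 2 h, 37 °C. Benchmarks: high control without enzyme, low control DMSO plus TDP2. Probe or stimulus: 5 mM T5PNP. Doses: 12.8 µM only. Measured by: epi absorbance of p-nitrophenol freed from T5PNP by hydrolysis.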
TCR-CD3 inh: inhibitors of human TCR-CD3 interaction, primary screen, biochemical, fluorescence, TAMRA-labeled TCR probe; inhibition, % at 9.4 µM; 360,000 compounds, 0.37% hits; T-cell receptor (TCR); AID 651800, 2012; in the data active means inhibition above about 19%;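 further: recombinant mutant TCR 2C K166C tagged with TAMRA read by polarization; 0% = receptor in buffer alone and 100% = receptor with positive control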
PRMT1 inh: PRMT1 methyltransferase inhibitors, primary screen, biochemical, fluorescence polarization. Protein arginine N-methyltransferase 1 (Homo sapiens), Q99873. recombinant PRMT1, activity-based probe fluorescence polarization. inhibition, % at 2.79 µM. 370,000 compounds, 1.3% hits. AID 652257, 2013;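 active means inhibition above about 21% made by adding two undisclosed values, limit read from the data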
MBD2 DNA inh: inhibitors of MBD2 binding to methylated DNA, primary screen, biochemical, TR-FRET, DNA-binding domain, human | 370,000 compounds, 0.31% hits | MBD2 binding to methylated oligonucleotide | Methyl-CpG-binding domain protein 2 (Homo sapiens), Q9UBB5 | inhibition, % at 4.4 µM | AID 686964, 2013; in the data active means inhibition above about 13%
Target sequence (Q9UBB5 whole entry, looked up, the tested form may be a part): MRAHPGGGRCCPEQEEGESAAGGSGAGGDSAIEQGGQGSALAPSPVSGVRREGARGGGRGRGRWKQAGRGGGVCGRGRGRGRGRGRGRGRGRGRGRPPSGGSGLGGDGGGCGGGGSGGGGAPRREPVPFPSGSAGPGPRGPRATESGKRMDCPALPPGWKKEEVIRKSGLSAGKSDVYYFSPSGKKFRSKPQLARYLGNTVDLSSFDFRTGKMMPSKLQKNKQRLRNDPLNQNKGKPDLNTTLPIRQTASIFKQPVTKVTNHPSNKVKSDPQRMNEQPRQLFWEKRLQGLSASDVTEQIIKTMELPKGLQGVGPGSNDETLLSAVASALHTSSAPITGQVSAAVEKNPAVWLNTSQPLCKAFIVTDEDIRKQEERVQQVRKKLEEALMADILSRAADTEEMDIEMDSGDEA
An asterisk follows results filed as active; . = not tested or not shown. This is a subset; the hit share may differ from the screen's.

Screens in order – LEDGF integ inh | TDP2 absorb | mABHD4 FP | GC-B act | PRMT1 inh | TCR-CD3 inh | rCAG binder | HTRA1 inh | SIAE primary | MBD2 DNA inh
- C[C@]12CC[C@@H](O)C[C@H]1CC[C@@H]1[C@@H]2CC[C@]2(C)C(=O)CC[C@@H]12
 : -2 | -6 | -14 | 0 | 8 | -1 | -4 | 1 | -4 | 9
- CC(C)(C#CC(=O)O)OOC(c1ccccc1)(c1ccccc1)c1ccccc1
 : 4 | 21 | -7 | 0 | -10 | 5 | 53* | -26 | -2 | -8
- CN1CCN(CCC(C#N)(c2ccccc2)c2ccccc2)CC1
 : -2 | -14 | -6 | -4 | -1 | -6 | -4 | 2 | -2 | -4
- CC/C(CC(c1ccccc1)c1c(O)c2ccccc2oc1=O)=N\NC(N)=S (stereo not drawn)
 : 3 | 9 | -5 | -2 | -1 | 7 | 1 | -1 | 10 | 1
- CN1CCCN(C(=O)COc2ccccc2)CC1
 : -5 | 2 | 7 | 3 | 1 | 1 | -2 | 3 | 3 | 3
- C=CCn1c(O)c(/C=C2\C=Nc3ccccc32)c(=O)[nH]c1=O
 : 1 | -6 | 2 | 0 | 8 | 9 | 2 | . | -10 | -4
- Cc1cccc(-n2c(O)c(C=NCCCN3CCOCC3)c(=O)[nH]c2=O)c1C
 : -4 | 3 | -2 | 10 | -2 | 2 | 1 | 7 | 3 | -4
- CCOC(=O)C1=C(N)Oc2ccccc2C12C(=O)N(CC(=O)OC)C(CC(=O)OC)=C2C(=O)OC (stereo not drawn)
 : -1 | 9 | 4 | 1 | 2 | 1 | -7 | 5 | -6 | 4
- COc1cc(C2c3cc4c(c(O)c3CC3COC(=O)C32)OCO4)cc(OC)c1OC (stereo not drawn)
 : -1 | 3 | -4 | -4 | 1 | 7 | 1 | -6 | 5 | 7
- CC12CN3CC(C)(CN(C1)C3c1cccs1)C2=O (stereo not drawn)
 : -3 | -7 | 7 | 4 | 4 | -4 | -2 | 9 | -5 | -1
- O=C1NC(=S)NC(=O)C1Cc1ccccc1
 : 3 | 4 | -3 | -2 | 5 | 2 | 5 | -1 | 4 | -1
- N#Cc1ccc(/C=C/C(=O)O)cc1
 : 2 | 6 | 3 | 0 | 1 | 9 | 1 | 0 | -2 | -5
- Cc1ccc(C(O)(C(=O)OC(C)C)C(O)c2ccccc2)cc1 (stereo not drawn)
 : -1 | -10 | -18 | -4 | 11 | -2 | 1 | . | -7 | 7
- N#CCCn1cc(C(=O)Nc2ccc([N+](=O)[O-])cc2)c(-c2ccc3c(c2)OCCO3)n1
 : 3 | 2 | -7 | -9 | -1 | -1 | 9 | -10 | 3 | -6
- CCCc1c(C)nc(SCC(=O)C(C)(C)C)nc1OC(=O)N(C)C
 : 0 | 16 | 3 | 1 | 3 | -2 | -12 | 2 | -6 | 11
- Cc1ccsc1C(=O)C1CCCN(Cc2c(C)nn(C(C)C)c2C)C1 (stereo not drawn)
 : 3 | -2 | 4 | 5 | 0 | 7 | -5 | 2 | -2 | 1
- O=[N+]([O-])c1ccc(NCCO)c2ncccc12
 : 0 | -6 | 8 | -4 | 1 | 3 | -4 | -3 | -8 | -17
- CC[N+]12CCC(CC1)C(C(O)(c1ccccc1)c1ccccc1)C2 (stereo not drawn)
 : 3 | 3 | -2 | -11 | -2 | 5 | 1 | -1 | 12 | 0
- C=CCNC(=O)c1c(N)n(Cc2ccco2)c2nc3ccccc3nc12
 : 5 | 11 | 6 | 2 | 25* | 10 | 30 | -17 | -5 | -6
- O=c1c2ccccc2nc(-c2ccc(Cl)cc2Cl)n1-c1nccs1
 : 3 | -9 | -7 | -2 | 1 | -3 | 4 | -10 | -11 | 1
- c1cncc(CNCCN2CCNCC2)c1
 : -4 | 4 | -20 | 2 | -2 | -8 | 1 | 6 | 2 | 3
- COc1ccc(C(=O)C2CCCN(C3CSCCSC3)C2)c(OC)c1 (stereo not drawn)
 : -6 | -3 | 3 | -1 | 5 | -1 | -5 | -10 | 0 | -2
- Cc1ccc2cccc(OC(=O)N3CCCC3)c2n1
 : -3 | 2 | 2 | 1 | 2 | -8 | -3 | 3 | 1 | -3
- COP(=O)(OC)C(Nc1ccccn1)c1ccccc1 (stereo not drawn)
 : -1 | 6 | 11 | 3 | 3 | -3 | -2 | 0 | -4 | 5
- CCCCn1c(=O)c(C(=O)Nc2ccsc2C(=O)OC)c(O)c2ccccc21
 : -1 | 0 | -1 | -7 | 2 | -11 | 2 | 3 | -1 | 3
- Cc1ccc2c(c1)C(c1ccccc1)NCC(=O)N2 (stereo not drawn)
 : -1 | -2 | -5 | -11 | -1 | 6 | 4 | 1 | 2 | -12
- Cc1cccc(-n2c(O)c(C=Nc3ccc(Br)cn3)c(=O)[nH]c2=O)c1
 : 1 | 10 | 4 | 0 | 0 | -1 | 2 | -3 | 5 | 3
- CC(C)CN1Cc2cc(-c3cccc(F)c3)ccc2-n2nncc2C1
 : -1 | 0 | -10 | -1 | 2 | 0 | 3 | . | -1 | 2
- CCCC1(CCC)C(=O)NC(=NCc2ccccc2)NC1=O
 : 1 | 11 | -1 | -6 | 1 | -4 | -1 | 5 | -2 | 0
- NC(Cc1ccccc1)c1nn[nH]n1 (stereo not drawn)
 : -2 | -8 | 3 | 4 | -2 | 3 | 4 | 2 | -2 | -5
- COc1ccc2[nH]cc(CCNCc3cccnc3)c2c1
 : -1 | 4 | 2 | 2 | -2 | 5 | -3 | 10 | 10 | -1
- CCC1(c2ccc(-c3ccccc3)cc2)C(=O)NC(=O)NC1=O
 : -3 | -7 | 1 | -6 | -4 | 2 | -2 | 1 | -7 | 0
- COc1ccc(CN2C(=O)NC(=O)/C(=C/c3ccc([N+](=O)[O-])s3)C2=O)cc1
 : 4 | 10 | -82 | 10 | 31* | -38 | 94* | 34 | -8 | -2
- OCC1(CO)COC(c2cccnc2)N1 (stereo not drawn)
 : -2 | 5 | -5 | 3 | -1 | -7 | 0 | 6 | -1 | 1
- CCNC(=S)N(C)CCc1cc2c(c(OC)c1C=C1C(=O)N(C)C(=O)N(C)C1=O)OCO2
 : 1 | 0 | 0 | -2 | 15 | 3 | -7 | . | 3 | -3
- CCOC(=O)[C@]12Cc3cc(OC)ccc3[C@H]1N(CC(=O)OC)C(=O)c1cc(OC)ccc12
 : 3 | -3 | -1 | -9 | -4 | 7 | 0 | . | 1 | -6
- O=c1[nH]c(O)c(N=Nc2ccc(SC(F)F)cc2)c(=O)[nH]1
 : 0 | 1 | 4 | -7 | 2 | 6 | 4 | 4 | -3 | -4
- COc1cc(C)cc2oc(=O)c(CC(=O)N3C[C@H]4C[C@@H](C3)c3cccc(=O)n3C4)c(C)c12
 : 2 | 4 | 5 | -1 | -1 | -8 | -4 | -2 | 2 | -1
- CC(=O)c1cc(C(C)=O)c(C)[n+](C)c1C
 : -5 | -1 | 7 | 4 | 1 | 4 | -1 | 8 | 2 | 5
- O=C(C1CCC(=O)N1C1CCCC1)N1CCC2(CC1)OCCO2 (stereo not drawn)
 : 1 | -11 | -1 | 6 | -2 | 0 | 0 | 0 | 13 | 4
- COc1ccc(Cn2c(O)c(/C=N/NC(=O)c3ccncc3)c(=O)[nH]c2=O)cc1
 : -1 | -8 | 15 | -1 | 6 | 4 | 24 | -1 | 3 | 2
- COc1ccc(C(=O)OCC2CN2c2cccc([N+](=O)[O-])c2)cc1 (stereo not drawn)
 : -6 | -10 | 2 | -2 | 3 | 0 | 2 | . | -6 | -3
- CC(=O)Nc1ccc(OCCF)cc1
 : -5 | 1 | -7 | 2 | 2 | 1 | 2 | 5 | 0 | 2
- O=C(CNC(=O)c1ccc(Cl)cc1)Nc1ccc(Br)cc1C(=O)c1ccccc1
 : 2 | -3 | 2 | -11 | 0 | 5 | 2 | -6 | -3 | 1
- CCOP(=S)(OCC)Oc1cc(C)oc(=O)c1Cl
 : 0 | 16 | 0 | 4 | 4 | 1 | 1 | 4 | 12 | -5
- N#Cc1ccc(NC(=O)CCNC(=O)c2ccco2)cc1Cl
 : -3 | 6 | -2 | 6 | 5 | 0 | 0 | -1 | -2 | 2
- Cc1cc(N2CCOCC2)ccc1/C=C1\C(=O)NC(=O)N(c2ccccc2)C1=O
 : 3 | 6 | -1 | -7 | 1 | -12 | 2 | 4 | -6 | 2
- c1ccc(C(CN2CCCCC2)c2ccccc2)cc1
 : 1 | 2 | 4 | -14 | -1 | 4 | 1 | 1 | 1 | 3
- CCc1ccc(N2C(=O)NC(=O)/C(=C\c3cc(C)n(-c4cc(C(=O)O)cc(C(=O)O)c4)c3C)C2=O)cc1
 : 29* | 1 | 1 | 2 | 2 | 0 | 22 | -8 | -4 | -2
- O=c1[nH]c(=O)n(Cc2ccc(F)cc2)c(O)c1C=NCCCO
 : 1 | 0 | -1 | 0 | -1 | 0 | 1 | -6 | -5 | 3
- COc1cccc(/C=C2\N=C(c3cncc(Br)c3)OC2=O)c1
 : -2 | -6 | 1 | 1 | 5 | -9 | 4 | 1 | -16 | 6
- O=C1C2CCCN2C(c2cccnc2)N1c1cccc(Cl)c1 (stereo not drawn)
 : -4 | -10 | -4 | -1 | 8 | -6 | -2 | 3 | 0 | 4
- CN1CCC(n2nccc2N)CC1
 : 1 | 11 | 7 | 4 | 1 | -2 | 2 | -4 | 3 | -1
- O=C(Cc1ccccc1)NC(Oc1ccccc1Cl)C(Cl)(Cl)Cl (stereo not drawn)
 : 3 | 3 | 8 | -4 | -1 | 6 | -2 | -5 | -2 | -5
- O=C1CN=C(c2ccc[nH]2)c2cc(Cl)ccc2N1
 : -1 | -6 | -4 | 4 | 1 | 1 | -1 | 5 | -8 | 1
- O=C(NCCN1CCC2(CC1)C(=O)NCN2c1ccccc1)c1ccc(F)c(F)c1
 : 0 | 5 | 6 | -11 | 4 | -5 | -3 | . | -1 | -2

A second format for some results above:
mol | LEDGF integ inh | TDP2 absorb | mABHD4 FP | GC-B act | PRMT1 inh | TCR-CD3 inh | rCAG binder | HTRA1 inh | SIAE primary | MBD2 DNA inh
O=C(NCCN1CCC2(CC1)C(=O)NCN2c1ccccc1)c1ccc(F)c(F)c1 | 0 | 5 | 6 | -11 | 4 | -5 | -3 | . | -1 | -2
COc1ccc(Cn2c(O)c(/C=N/NC(=O)c3ccncc3)c(=O)[nH]c2=O)cc1 | -1 | -8 | 15 | -1 | 6 | 4 | 24 | -1 | 3 | 2

Assay outcomes from PubChem BioAssay.
